PrPC surface inh – cell surface PrPC inhibition, primary TR-FRET screen; P04156; inhibition, % at 13.8 µM; 0.43% of 370,000 active; TR-FRET read-out; in the data active = inhibition above about 24%; also: 0% = median of the test wells and 100% = reference compound wells
UGM FP inh – Mtb UDP-galactopyranose mutase inhibition | 0.06% of 320,000 active | inhibition, % at 10 µM | AID 504406 | purified UGM, fluorescence polarization probe displacement; in the data active = inhibition above about 10%, passing the limit was not always enough; inconclusive = no clear call, values can overlap the other calls
BoNT F protease – BoNT F light chain protease inhibition | Multiplex microsphere protease cleavage assay, flow cytometry | inhibition, % at 10 µM | 0.22% of 360,000 active | AID 588497; in the data active = inhibition above about 35%, passing the limit was not always enough; inconclusive = no clear call, values can overlap the other calls; also: plate controls were buffer without enzyme for full effect and enzyme alone for no effect
Rv3671c inh – inhibitors of M. tuberculosis serine protease Rv3671c. AID 2606. 0.048% of 320,000 active. inhibition, % at 5.96 µM. P9WHR9; in the data active = inhibition above about 38%;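 also: extracellular domain of Rv3671c used as enzyme; 0% = enzyme with DMSO and 100% = no enzyme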
Target sequence (P9WHR9 whole entry, looked up, the tested form may be a part): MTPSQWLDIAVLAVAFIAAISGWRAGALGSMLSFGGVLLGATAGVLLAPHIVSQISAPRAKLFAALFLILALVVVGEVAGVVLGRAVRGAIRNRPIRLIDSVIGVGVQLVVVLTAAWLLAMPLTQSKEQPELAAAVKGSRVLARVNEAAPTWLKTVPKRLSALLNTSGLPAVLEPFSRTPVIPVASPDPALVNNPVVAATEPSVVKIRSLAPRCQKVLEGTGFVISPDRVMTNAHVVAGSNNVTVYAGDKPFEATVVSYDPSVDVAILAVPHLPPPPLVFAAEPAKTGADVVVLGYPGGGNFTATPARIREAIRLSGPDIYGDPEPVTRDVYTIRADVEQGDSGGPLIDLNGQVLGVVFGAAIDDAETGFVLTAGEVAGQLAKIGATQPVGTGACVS
MazF activator – MazEF (E. coli) toxin RNase activation | P0AE70 | FAM/BHQ RNA-DNA oligo cleavage fluorescence, 5 h | activation, % at 20 µM | 0.32% of 350,000 active | AID 504720; in the data active = activation above about 50%
Target sequence (P0AE70 whole entry, looked up): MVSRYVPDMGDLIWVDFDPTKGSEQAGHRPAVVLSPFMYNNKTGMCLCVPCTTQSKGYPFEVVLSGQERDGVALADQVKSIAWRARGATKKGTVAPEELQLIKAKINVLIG
FadD28 binding – M. tuberculosis FadD28 bisubstrate binding inhibition; FadD28 bisubstrate probe binding, fluorescence polarization; inhibition, % at 12.5 µM; 0.22% of 360,000 active; in the data active = inhibition above about 8.5%, passing the limit was not always enough; inconclusive = no clear call, values can overlap the other calls
Mtb FBA inh – inhibits M. tuberculosis FBA enzyme | purified M. tuberculosis FBA, fluorescence read-out | 2.3% of 360,000 active | AID 588726 | inhibition, % at 1 µM; in the data active = inhibition above about 27%;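 also: 0% = vehicle and 100% = reference inhibitor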
Target sequence (P9WQA3 whole entry, looked up): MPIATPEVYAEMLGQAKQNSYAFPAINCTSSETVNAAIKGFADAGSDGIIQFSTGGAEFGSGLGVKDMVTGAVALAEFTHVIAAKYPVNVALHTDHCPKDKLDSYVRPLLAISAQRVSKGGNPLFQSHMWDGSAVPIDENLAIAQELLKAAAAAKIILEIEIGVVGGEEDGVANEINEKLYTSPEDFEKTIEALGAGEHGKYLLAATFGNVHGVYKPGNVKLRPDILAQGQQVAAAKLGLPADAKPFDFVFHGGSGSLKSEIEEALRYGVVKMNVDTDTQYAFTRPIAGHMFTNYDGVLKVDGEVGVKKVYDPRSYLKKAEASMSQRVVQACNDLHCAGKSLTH
BioA inh – BioA (M. tuberculosis) enzyme inhibition | inhibition, % at 9.99 µM | 0.096% of 360,000 active | purified M. tuberculosis BioA enzyme, plate reader; in the data active = inhibition above about 40%; inconclusive = no clear call, values can overlap the other calls
GDH-TPI inh – inhibits GDH-TPI coupling enzymes, artifact for Mtb FBA screen | 1.2% of 360,000 active | GDH-TPI coupled enzyme counterscreen, NADH absorbance | inhibition, % at 4.8 µM; in the data active = inhibition above about 30%;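 also: 0% = DMSO wells and 100% = wells lacking the enzyme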
Starred values were filed as active, the others as inactive; ? = inconclusive; · = not tested or not shown.

Every second line gives: PrPC surface inh	UGM FP inh	BoNT F protease	Rv3671c inh	MazF activator	FadD28 binding	Mtb FBA inh	BioA inh	GDH-TPI inh
O=C(COC(=O)c1c2ccccc2cc2ccccc12)NCC(F)(F)F
    11	2.6	-9	-15	1	-5.9	9	-0.4	6
Cc1ccc(CN2CCc3[nH]c(=S)[nH]c(=O)c3C2)cc1
    5	3.3	4	-1	2	0.5	17	-3.5	30
O=c1c2ccccc2n2cnnc2n1-c1ccccc1
    -2	0.0	-6	-4	13	0.3	3	0.7	10
CCOC(=O)NC(=O)CSc1ccc2ccccc2n1
    49*	4.4	-5	-7	-5	0.0	-1	·	3
O=C(CN(CC1CCCO1)C(=O)CNS(=O)(=O)c1ccc(F)cc1)NCC1CCCO1 (stereo unspecified)
    0	1.9	2	10	9	-2.1	-6	-1.1	-6
O=C(Nc1ccc(O)cc1)c1ccccc1OCc1ccccc1
    7	2.4	?	·	12	-3.0	2	4.9	5
CCCc1nnc(SCC(=O)N2CCCC(C)C2)n1CC1CCCO1 (stereo unspecified)
    4	0.7	17	-7	6	0.2	4	0.6	-5
O=C1c2ccccc2C2(c3cc(C(F)(F)F)cc(C(F)(F)F)c3)NCCN12 (stereo unspecified)
    8	-2.1	-8	·	1	1.8	0	1.5	4
C[C@H](CO)N1C[C@H](C)[C@@H](CN(C)S(=O)(=O)c2ccc(F)cc2)Oc2c(NS(=O)(=O)c3ccc(F)cc3)cccc2C1=O
    1	·	-6	1	11	-4.5	0	-1.6	-7
Cc1nc(SCC(=O)c2c[nH]c3ccccc23)n[nH]1
    -1	-1.2	7	3	5	-0.6	-3	0.9	15
Cc1cc(Nc2ccc(F)cc2C)n2ncnc2n1
    7	1.0	-1	2	0	-2.7	2	0.5	4
CC(C)(C)OC(=O)N1CCC[C@H]1c1nnc(SCC(=O)Nc2ccc(Br)cc2)o1
    11	-0.8	?	8	-2	-3.1	0	-1.4	17
COc1cc(C(=O)NC2CCN(CC(=O)NC3CCCCC3C)CC2)cc(OC)c1OC (stereo unspecified)
    -4	-0.8	-13	-8	1	-0.3	3	·	1
NC1=NCc2ccccc21
    3	1.5	-3	1	5	-0.5	4	·	15
COc1cccc(N(CC(=O)Nc2cccc(F)c2)S(C)(=O)=O)c1
    -1	-1.8	15	-7	2	-0.6	-2	2.5	-4
Cc1cc(=O)n2nc(N3CCCC(C(=O)NCc4ccc(F)cc4)C3)sc2n1 (stereo unspecified)
    5	2.2	0	1	2	-0.9	2	1.5	-1
CCOC(=O)c1c(OCCO)nn(-c2ccccc2)c1N
    4	-1.8	5	-4	6	1.5	2	·	9
CC(C)(C)c1ccc(CC(=O)N2CCC2(C)C(=O)NCc2ccc(Cl)cc2)cc1 (stereo unspecified)
    1	·	-1	·	·	-1.5	1	-0.5	4
COc1cc(OC)c(N(C)S(=O)(=O)c2cccc(C(=O)OCc3c(C)noc3C)c2)cc1Cl
    -5	-0.4	-14	1	5	-2.5	0	·	2
Cc1cccc(C)c1OCC(=O)Nn1c(=O)[nH]c2ccccc2c1=O
    1	5.2	1	-22	0	-0.5	3	·	7

Every second line gives: PrPC surface inh	UGM FP inh	BoNT F protease	Rv3671c inh	MazF activator	FadD28 binding	Mtb FBA inh	BioA inh	GDH-TPI inh
CCC(CC)C(=O)Nc1c(C(=O)N2CCN(c3ccccc3)CC2)oc2ccccc12
    -17	-3.7	·	-11	3	-2.1	-2	3.6	-1
CC(C)=CC(=O)Nc1nc2ccc([N+](=O)[O-])cc2s1
    -15	·	4	·	2	-2.1	1	·	26
O=C(CN1C(=O)C2CC=CCC2C1=O)Nc1nc2ccccc2[nH]1 (stereo unspecified)
    0	0.2	-6	-8	0	-3.6	1	-0.7	3
CCNC(=O)NC(=O)C(C)On1nnc2ccc(S(=O)(=O)N(CC)CC)cc21 (stereo unspecified)
    -1	-2.6	-1	10	8	-0.7	1	·	5
CC(C)(C)S(=O)(=O)N1C[C@@H]2C(=CC[C@H]3C(=O)N(c4ccccc4)C(=O)[C@@H]23)[C@@H]1CCO
    -9	·	-6	·	-4	-0.1	0	18	1
Cc1ccc2nc(COC(=O)c3ccc(Cl)nc3)cc(=O)n2c1
    5	0.1	-5	1	20	-4.0	7	0.6	20
Nc1ccc2nc(COc3ccccc3)[nH]c2c1
    3	0.2	?	3	13	-2.8	3	-0.5	-7
COc1ccc(CC(=O)NCc2ccccc2)cc1S(=O)(=O)N1CCOCC1
    6	2.1	-3	-1	2	-3.0	0	-1.2	5
Cc1[nH]c(=O)c(C(=O)/C=C/c2ccccc2F)c2c1CCCC2
    3	-0.8	-5	12	0	-0.7	4	0.3	11
Cc1onc(-c2ccccc2)c1CNS(=O)(=O)c1ccccc1[N+](=O)[O-]
    -12	-2.7	?	0	1	1.3	1	·	-2
c1coc(-c2ccc3nncn3c2)c1
    6	·	0	·	·	2.3	1	4.8	-9
CC1CCCN(C(=O)/C(=C/c2ccco2)NC(=O)c2ccccc2)C1 (stereo unspecified)
    -8	-5.7	-7	7	11	0.3	-3	0.6	-2
Cc1ccc(-c2nn3cnnc3c3ccccc23)cc1C
    10	-0.8	-4	2	-10	-2.7	4	·	6
Cc1cc(C)cc(N2C(=O)CC(N3CCOCC3)C2=O)c1 (stereo unspecified)
    -3	4.0	-3	-2	6	-3.4	3	2.4	-10
Nc1nc(/C=C/c2ccc(F)cc2)nc(-c2ccccc2O)n1
    -4	0.4	28	-42	12	-1.1	3	-2.2	16
COc1cccc(CNC(=O)C2CCCN(S(=O)(=O)c3cnc[nH]3)C2)c1 (stereo unspecified)
    5	1.0	-6	1	0	0.1	1	0.1	6
CCN(CCO)C(=O)C12CCC(C)(C(=O)C1)C2(C)C (stereo unspecified)
    -2	2.3	-2	5	-11	-2.8	1	-3.3	0
CCC(=O)OCC(=O)Nc1ncc(C(F)(F)F)cc1Cl
    9	-1.5	-2	-4	-10	-2.7	-2	-0.2	0
COc1ccccc1CCNC(=O)Cn1ccc2cc(S(=O)(=O)N3CCCC3)ccc21
    9	-2.5	7	4	-22	-1.3	3	-0.9	3
Cc1nnc(NC(=O)C2CCCN2C(=O)Nc2ccccc2)s1 (stereo unspecified)
    8	0.0	-5	-2	13	-2.8	6	0.0	1

Every second line gives: PrPC surface inh	UGM FP inh	BoNT F protease	Rv3671c inh	MazF activator	FadD28 binding	Mtb FBA inh	BioA inh	GDH-TPI inh
C/C(=N/NC(=O)CNC(=O)CCc1ccccc1)c1ccc(Cl)c(Cl)c1
    -11	-2.1	-4	-15	-3	0.4	1	·	-1
O=C1CCCN1c1ccc(Br)cc1
    -1	-0.4	3	0	3	0.1	1	-0.6	14
COc1cc([N+](=O)[O-])ccc1NC(=O)CN1CCc2cc(OC)c(OC)cc2C1
    -16	-0.9	-9	·	5	-2.3	10	-0.9	9
CC1CCC(=O)N(CCOc2ccccc2)CC1 (stereo unspecified)
    -6	-0.3	1	1	5	-0.2	-2	1.3	7
COC(=O)Cn1c2ccccc2c2nc(=O)cc(C)n21
    7	-0.7	-3	1	8	-0.4	3	·	4
CC(OC(=O)c1ccc2c(=O)n3c(nc2c1)CCCCC3)C(=O)Nc1ccc(Cl)cn1 (stereo unspecified)
    5	0.6	-5	-4	1	-2.8	-3	-0.4	4
CN(Cc1c(C(=O)N2CCCCCCC2)nc2ccc(Cl)cn12)C1CCOC1 (stereo unspecified)
    -6	3.7	-13	·	-5	-2.8	1	0.0	-1
COc1ccccc1CNc1cccc(C)n1
    -1	·	2	·	6	-1.0	0	1.1	3
CSc1nc(N2CCN(Cc3ccc4c(c3)OCO4)CC2)c2ccccc2n1
    ·	-1.4	-2	-5	-4	-1.1	2	1.2	1
CC(=O)C1N=NCC1c1ccccc1 (stereo unspecified)
    0	·	-1	·	-4	·	0	2.0	7
COCC(C)n1c(SCc2cc(C(=O)OC)c(C)o2)nc2ccccc2c1=O (stereo unspecified)
    10	-2.6	-1	-4	5	-1.5	-4	-1.0	-1
Cc1cccc(N(C)C(=O)C2CCCN2S(=O)(=O)c2cccc3nsnc23)c1 (stereo unspecified)
    -21	-0.6	-2	-1	5	-0.4	5	-0.3	12
CNS(=O)(=O)c1ccc(NC(=O)c2ccoc2C)cc1
    6	-1.6	3	5	6	-1.2	3	·	-4
O=C(N/N=C/c1ccccc1Cl)c1cccc(F)c1
    -1	0.9	-4	6	-7	-1.9	0	3.1	8
COc1ccccc1NC(=O)Nc1nc(CC(=O)N2CCN(c3ccccc3)CC2)cs1
    2	1.3	·	-2	-1	-1.6	1	·	-1
Cc1nc(N2CCN(C(=O)c3cccs3)CC2)c2c3c(sc2n1)CCCC3
    ·	-2.9	1	-4	-11	-2.4	-2	3.7	4
Cc1ccc(NS(=O)(=O)c2cccc3nsnc23)cc1[N+](=O)[O-]
    3	1.2	5	-5	-1	-0.4	1	12	1
Cc1cccc(N(C(=O)CCC(=O)Nc2cc(C)on2)C(C(=O)NC2CCCC2)c2cccnc2)c1 (stereo unspecified)
    2	-0.3	-4	-4	6	1.5	4	-0.2	5
CCn1c(CNc2ccccc2Cl)nnc1SCCN1CCCCC1
    -8	-0.2	2	-3	-3	0.6	-6	-2.2	5
Cc1cc(C)c(NC(=O)c2ccc3c(c2)CCN3S(C)(=O)=O)c(C)c1
    -5	1.5	-5	-5	8	-0.7	0	-0.7	-9

Not a retest: entries from further up.
Every second line gives: PrPC surface inh	UGM FP inh	BoNT F protease	Rv3671c inh	MazF activator	FadD28 binding	Mtb FBA inh	BioA inh	GDH-TPI inh
C/C(=N/NC(=O)CNC(=O)CCc1ccccc1)c1ccc(Cl)c(Cl)c1
    -11	-2.1	-4	-15	-3	0.4	1	·	-1
O=C1CCCN1c1ccc(Br)cc1
    -1	-0.4	3	0	3	0.1	1	-0.6	14
COc1cc([N+](=O)[O-])ccc1NC(=O)CN1CCc2cc(OC)c(OC)cc2C1
    -16	-0.9	-9	·	5	-2.3	10	-0.9	9
CC1CCC(=O)N(CCOc2ccccc2)CC1 (stereo unspecified)
    -6	-0.3	1	1	5	-0.2	-2	1.3	7
COC(=O)Cn1c2ccccc2c2nc(=O)cc(C)n21
    7	-0.7	-3	1	8	-0.4	3	·	4
CC(OC(=O)c1ccc2c(=O)n3c(nc2c1)CCCCC3)C(=O)Nc1ccc(Cl)cn1 (stereo unspecified)
    5	0.6	-5	-4	1	-2.8	-3	-0.4	4
CN(Cc1c(C(=O)N2CCCCCCC2)nc2ccc(Cl)cn12)C1CCOC1 (stereo unspecified)
    -6	3.7	-13	·	-5	-2.8	1	0.0	-1
COc1ccccc1CNc1cccc(C)n1
    -1	·	2	·	6	-1.0	0	1.1	3
CSc1nc(N2CCN(Cc3ccc4c(c3)OCO4)CC2)c2ccccc2n1
    ·	-1.4	-2	-5	-4	-1.1	2	1.2	1
CC(=O)C1N=NCC1c1ccccc1 (stereo unspecified)
    0	·	-1	·	-4	·	0	2.0	7
COCC(C)n1c(SCc2cc(C(=O)OC)c(C)o2)nc2ccccc2c1=O (stereo unspecified)
    10	-2.6	-1	-4	5	-1.5	-4	-1.0	-1
Cc1cccc(N(C)C(=O)C2CCCN2S(=O)(=O)c2cccc3nsnc23)c1 (stereo unspecified)
    -21	-0.6	-2	-1	5	-0.4	5	-0.3	12

Additional results:
Every second line gives: PrPC surface inh	UGM FP inh	BoNT F protease	Rv3671c inh	MazF activator	FadD28 binding	Mtb FBA inh	BioA inh	GDH-TPI inh
O=C(NNC(=O)c1ccc(Br)cc1)c1ccncc1
    -2	-2.1	?	1	3	-0.2	-1	1.6	28
Cc1cccc(NC(=O)CSc2nc(C3CC3)nc3ccccc23)c1
    30*	-2.6	12	1	3	-0.4	-1	0.4	-1
O=C(CN1C(=O)COc2ccccc21)NCCCN1CCc2ccccc2C1
    -3	-0.6	-4	1	4	-2.5	1	0.5	1
CC=CC(C)=CC(C)C(=O)CC(O)CC1CC(=O)NC(=O)C1 (stereo unspecified)
    46*	·	4	·	3	-1.4	-2	·	3
CCOC(=O)/C(C#N)=C\C=C1C=CN(C)C=C1
    -38	0.6	19	1	-251	-0.5	-52	-22	4

From PubChem
